# MT1-MMP txn act – MT1-MMP promoter transcription activation | 86,000 compounds, 0.16% hits | AID 750 | activation factor at 10 µM | HT1080 MT1-MMP promoter luciferase reporter, luminescence, overnight; hits give high values;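 active = activation factor of at least 2 for MT1-MMP transcription at 10 µM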
# FAK blocker – inhibitors of human focal adhesion kinase | Q05397 | biochemical FAK kinase activity assay | inhibition, %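 (tested at 7 µM)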 | 97,000 compounds, 0.84% hits | AID 727; in the data active = inhibition above about 19%;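 note: 0% = DMSO and 100% = reference compound high control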
# Target sequence (Q05397 whole entry, looked up): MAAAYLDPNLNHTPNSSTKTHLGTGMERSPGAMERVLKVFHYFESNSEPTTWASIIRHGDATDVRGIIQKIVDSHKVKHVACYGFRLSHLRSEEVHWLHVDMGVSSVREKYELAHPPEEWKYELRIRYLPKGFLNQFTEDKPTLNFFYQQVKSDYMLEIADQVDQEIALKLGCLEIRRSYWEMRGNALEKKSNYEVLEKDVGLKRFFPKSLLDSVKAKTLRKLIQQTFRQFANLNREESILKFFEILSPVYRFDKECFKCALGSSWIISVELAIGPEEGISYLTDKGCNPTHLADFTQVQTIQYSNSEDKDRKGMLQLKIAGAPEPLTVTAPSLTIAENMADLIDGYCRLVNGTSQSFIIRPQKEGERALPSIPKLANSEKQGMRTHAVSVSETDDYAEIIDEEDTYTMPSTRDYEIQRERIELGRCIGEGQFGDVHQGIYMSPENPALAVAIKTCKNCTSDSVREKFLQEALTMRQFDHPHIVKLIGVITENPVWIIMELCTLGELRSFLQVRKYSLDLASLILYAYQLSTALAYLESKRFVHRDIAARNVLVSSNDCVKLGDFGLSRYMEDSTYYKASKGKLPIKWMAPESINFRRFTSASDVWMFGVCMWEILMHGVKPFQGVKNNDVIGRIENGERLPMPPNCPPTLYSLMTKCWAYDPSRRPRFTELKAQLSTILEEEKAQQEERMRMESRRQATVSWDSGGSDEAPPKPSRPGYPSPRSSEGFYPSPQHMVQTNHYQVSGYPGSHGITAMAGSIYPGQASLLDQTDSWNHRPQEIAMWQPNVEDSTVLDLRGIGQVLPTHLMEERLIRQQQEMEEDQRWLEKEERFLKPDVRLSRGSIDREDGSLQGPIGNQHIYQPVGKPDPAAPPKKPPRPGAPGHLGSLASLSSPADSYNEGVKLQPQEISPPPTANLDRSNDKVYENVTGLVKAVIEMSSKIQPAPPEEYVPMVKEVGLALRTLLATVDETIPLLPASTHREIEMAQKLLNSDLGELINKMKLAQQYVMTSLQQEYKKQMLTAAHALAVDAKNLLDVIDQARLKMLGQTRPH
# S1P2 ag – agonists of human S1P2 receptor. S1P2-expressing cell line, agonist reporter read-out. O95136. activation, % at 4.5 µM. 97,000 compounds, 0.46% hits; in the data active = activation above about 16%;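 note: 0% = vehicle low control and 100% = maximal reference agonist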
# PLAP activator – activates human placental alkaline phosphatase; P05187; purified PLAP enzyme, luminescent substrate read-out; hits give high values; activation fold at 20 µM; 96,000 compounds, 1.2% hits; AID 696; in the data active = activation fold above about 2
# HIV Rev-RRE inh – inhibitors of HIV-1 Rev-RRE RNA interaction; P05866; Rev peptide-RRE RNA binding, FRET; inhibition, % at 8 µM; 97,000 compounds, 0.79% hits;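 active = inhibition above the screen-wide mean plus 3 SD, cut at about 35% in these data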;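 note: 0% = median DMSO wells and 100% = median Neomycin B control wells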
# Target sequence (P05866 whole entry, looked up): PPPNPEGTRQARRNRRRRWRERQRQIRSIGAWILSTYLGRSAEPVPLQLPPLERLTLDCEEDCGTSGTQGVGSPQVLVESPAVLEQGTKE
#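 Material: labelled RRE RNA duplex and labelled Rev peptide / Buffer or medium: HEPES pH 7.5 salt buffer with EDTA / Compound dosing: single point, 8 µM final nominal compound concentration / Benchmarks: DMSO low control, neomycin B high control / Timing: 5 min preincubation and 15 min binding, 25 °C / Technique: FRET fluorescence readout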
# EphB4 ephrin blk – antagonists of human EphB4-ephrin-B2 interaction. inhibition, % at 7 µM. 97,000 compounds, 0.15% hits. P54760. EphB4 LBD / TNYL-RAW-Alexa532 peptide, fluorescence polarization;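 active = inhibition above the screen-wide mean inhibition plus 3 SD, cut at about 15% in these data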;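 note: 0% = DMSO wells and 100% = excess unlabeled TNYL-RAW peptide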
# PLK1 PBD inh – Plk1 (human) PBD binding inhibition. Plk1 PBD phosphopeptide binding, fluorescence polarization. inhibition, %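 (tested at about 20 µM)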. 97,000 compounds, 0.13% hits. AID 693; in the data active = inhibition above about 34%, passing the limit was not always enough
# PLK1 kinase inh – PLK1 (human) kinase inhibition; P53350; recombinant PLK1 kinase, TR-FRET peptide phosphorylation; inhibition, % at 10 µM; 97,000 compounds, 0.53% hits; AID 619;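 active = inhibition of 50% or more in the single-concentration screen; inactive = inhibition below 50%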;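 note: 0% = DMSO max control and 100% = H-89 dihydrochloride min control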
# S1P2 blocker – antagonists of human S1P2 receptor; inhibition, % at 5 µM; 97,000 compounds, 0.21% hits; AID 736; cell-based S1P2 antagonist assay, inhibition at 5 uM; in the data active = inhibition above about 45%;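 note: CRE beta-lactamase reporter cells expressing human S1P2 stimulated with S1P; 0% = agonist at EC80 alone and 100% = agonist plus reference antagonist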
# * = called active by the depositor; x = no result given.
SMILES,MT1-MMP txn act,FAK blocker,S1P2 ag,PLAP activator,HIV Rev-RRE inh,EphB4 ephrin blk,PLK1 PBD inh,PLK1 kinase inh,S1P2 blocker
COc1ccc(N(CC(=O)Nc2ccc3c(c2)OCCO3)S(=O)(=O)c2c(C)nn(C)c2C)cc1,1,-4.1,-1.9,1.6,4.7,-6.3,20.7,-3.0,-22.3
CCOc1ccc2nc(NC(=O)c3ccc(OC)c(S(=O)(=O)N4CCOCC4)c3)sc2c1,1,1.0,-6.1,1,4.1,1.6,-3.1,-7.5,0.9
Cc1nn(CC(=O)Nc2ccc3c(c2)oc2ccccc23)c(=O)c2ccccc12,1,28.8*,-7.1,0.9,0.2,-6.3,-2.7,-4.7,0.5
COc1ccc(CN=C(C)c2c(C(F)(F)F)[nH]n(-c3nc4ccccc4s3)c2=O)cc1,1.6,2.5,-5.8,0.9,10.2,1.8,-24.2,-10.1,-12.9
CCCNc1c(N)n(-c2ccccc2)c(=O)[nH]c1=O,1,2.5,-2.4,0.9,10.1,1.6,15.2,-9.9,7.2
COc1ccc(Nc2nc(N)nc(CSc3nnc(C)s3)n2)cc1,1.9,0.0,-1.7,x,4.4,0.2,0.5,-14.7,-28.9
C=CCOc1c(Br)cc(C2NC(=O)NC(C)=C2C(C)=O)cc1OCC (stereo unspecified),1,6.3,-1.1,0.9,5.7,7.6,-21.6,-3.6,-0.6
Cc1ccc2nc3c(cc(C#N)c(=N)n3CCCN3CCOCC3)c(=O)n2c1,1.3,-0.1,0.0,x,3.3,1.5,-20.8,-7.3,-2.0
CCOC(=O)C1CCCN(Cc2c(Cl)cccc2Cl)C1 (stereo unspecified),1.2,-3.1,-2.0,1,6.5,-2.3,-17.2,-10.8,0.3
Cc1cc(NC(=O)CNC(=O)C2CCCCC2)no1,1.1,-2.2,-4.9,0.9,3.2,1.0,-0.5,-9.7,11.2
CCCCOC(=O)CNc1nnc(SCC(=O)OCC)[nH]c1=O,1.1,-1.5,-1.6,1.1,2.8,-4.8,7.9,-14.0,-6.2
O=C(Nc1ccc(S(=O)(=O)N2CCCCCC2)cc1)c1ccc(Br)o1,1.3,1.2,-3.4,1,17.0,-7.6,5.4,-5.5,-13.9
O=C(Cc1ccc(Cl)cc1Cl)OCC(=O)c1ccc[nH]1,x,3.2,-6.4,0.7,9.6,12.8,-32.8,-14.1,-15.6
Cc1nn(Cc2ccc(F)cc2)c(C)c1NC(=O)c1cc(-c2ccc3c(c2)OCO3)on1,1.1,0.2,-7.8,1.1,2.9,-12.1,4.3,6.0,-1.9
CC(C)NS(=O)(=O)c1ccc(OCC(=O)Nc2ccc3c(c2)OCCO3)cc1,1.2,-0.4,-5.1,0.7,4.2,1.8,-12.2,-19.5,2.3
Cc1ccc(-c2noc(C3CCN(S(=O)(=O)c4ccc5c(c4)OCCO5)CC3)n2)o1,1.1,-0.5,-5.2,0.9,13.0,-2.0,10.9,-3.8,23.9
Cc1ccc(C(=O)Cn2c(NCCO)nc3ccccc32)cc1,1,-0.3,-3.9,1.6,5.1,3.7,10.9,-4.3,16.1
O=C(Oc1ccccc1)N1CCN(c2ccc(F)cc2)CC1,1,-1.0,-4.2,1,2.8,-3.2,-16.7,-8.5,3.6
Cc1ccc(-n2c(O)c(C=Nc3ccc4c(c3)OCO4)c3ccccc3c2=O)cc1C,x,-4.5,0.4,1.2,9.8,-7.6,2.2,-8.5,44.8
COC(=O)Nc1ccc(S(=O)(=O)N2CCCC(C(=O)Nc3cccc4c3OCCO4)C2)cc1 (stereo unspecified),1.1,0.9,-3.9,1.4,2.1,3.5,5.0,-12.6,-22.4
Cc1nc2ncnn2c(C)c1Cc1ccccc1Cl,x,3.0,-0.4,0.9,0.7,2.5,36.5,-11.6,-1.7
CCn1c(SCc2cccc(C(F)(F)F)c2)nnc1-c1ccco1,1.1,2.6,-4.3,x,1.2,0.6,-12.4,-2.7,-18.7
Cc1ccc2[nH]c3c(c2c1)CN(C(=O)CN1CCN(c2ccccc2)CC1)CC3,0.8,2.5,-1.9,1.4,17.7,5.1,-18.2,-2.7,17.1
CCn1cc(Cl)c(C(=O)N2N=C3/C(=C/c4cccs4)CCCC3C2c2cccs2)n1 (stereo unspecified),1.4,0.1,-1.5,x,-7.1,0.9,-17.2,-16.7,-13.9
Cc1[nH]c(=O)[nH]c(=O)c1S(=O)(=O)N1CCCC(C(=O)N2CCN(c3ccccc3Cl)CC2)C1 (stereo unspecified),x,-1.4,-5.3,1.5,5.2,2.4,-2.5,-7.1,9.7

# An excerpt from above in order of SMILES length, lowest first.
SMILES,MT1-MMP txn act,FAK blocker,S1P2 ag,PLAP activator,HIV Rev-RRE inh,EphB4 ephrin blk,PLK1 PBD inh,PLK1 kinase inh,S1P2 blocker
Cc1nn(Cc2ccc(F)cc2)c(C)c1NC(=O)c1cc(-c2ccc3c(c2)OCO3)on1,1.1,0.2,-7.8,1.1,2.9,-12.1,4.3,6.0,-1.9
COC(=O)Nc1ccc(S(=O)(=O)N2CCCC(C(=O)Nc3cccc4c3OCCO4)C2)cc1 (stereo unspecified),1.1,0.9,-3.9,1.4,2.1,3.5,5.0,-12.6,-22.4
COc1ccc(N(CC(=O)Nc2ccc3c(c2)OCCO3)S(=O)(=O)c2c(C)nn(C)c2C)cc1,1,-4.1,-1.9,1.6,4.7,-6.3,20.7,-3.0,-22.3

# The list goes on:
SMILES,MT1-MMP txn act,FAK blocker,S1P2 ag,PLAP activator,HIV Rev-RRE inh,EphB4 ephrin blk,PLK1 PBD inh,PLK1 kinase inh,S1P2 blocker
Cc1cccc(-c2c3c(=O)n(C)c(=O)n(C)c3cn2CCO)c1,1.2,0.3,-7.1,1.1,-3.3,-9.1,-17.3,-0.6,6.8
CC(C)c1nnc(SCC(=O)NCCC2=CCCCC2)n1N,0.9,3.1,-4.8,1.6,2.6,-0.2,-13.0,-8.5,-14.9
O=C(CSc1nc(N2CCCCC2)nc(N2CCCCC2)n1)Nc1nccs1,1,2.2,-2.2,0.8,9.0,9.1,9.7,-9.3,-6.0
CCOC(=O)Cn1nc(Cc2ccccc2)c2ccccc2c1=O,0.9,0.5,-5.9,1,6.8,6.9,-2.5,-3.0,3.4
Cc1cc(C)cc(Oc2ccc(N)cc2)c1,0.9,-7.8,-5.2,0.9,-2.1,8.1,-9.6,-16.6,1.9
CC(C)NS(=O)(=O)c1ccc(CCC(=O)O)cc1,1.2,-2.6,-5.3,0.9,4.9,2.9,12.6,-14.1,-1.2
COc1ccc(CC(=O)N2CCN(C(=O)c3ccco3)CC2)cc1,1.1,-0.1,-1.9,1.1,5.7,-1.6,14.5,-5.5,-1.4
CCOC(=O)N1CCN(CC(=O)n2c(C)c(C)c3ccccc32)CC1,1.3,-1.5,0.8,1.5,2.7,-0.5,-11.4,-0.4,1.7
CCOc1c(Br)cc(CNc2ncn[nH]2)cc1OC,1.3,1.5,-7.4,1.7,6.3,0.1,8.4,2.5,9.4
O=C(CSc1nnc(-c2cc3ccccc3cc2O)n1Cc1ccco1)c1ccc(F)cc1,1.2,5.5,-10.2,1.7,3.7,7.5,-0.2,-6.3,26.2
O=S(=O)(NCc1ccccc1Br)c1cccs1,1.2,-1.1,-5.0,1,7.5,7.9,0.3,-11.7,-3.5
COC(=O)c1ccc(CSc2n[nH]c(=S)s2)o1,x,-2.4,-1.4,1,6.8,7.7,16.9,-3.2,-1.2
Cc1cc2c(C)nc(Cc3ccccc3)nc2o1,1.5,0.4,-6.9,1.3,6.7,4.4,-15.9,-11.4,6.1
C=CCNC(=S)NNC(=O)c1csc(C)c1CC,x,-0.5,-5.5,2.1*,9.2,3.2,-17.9,-12.5,15.3
COC(=O)c1cc(-c2ccc(Br)cc2)n[nH]1,x,1.8,-2.9,1.4,-4.5,-2.3,-26.6,-3.3,-11.7
CCN(CC)CCN1C(=O)C(O)=C(C(C)=O)C1c1ccc(OC)c(OC)c1 (stereo unspecified),1.2,-1.1,-4.5,1.2,8.7,4.0,-8.7,-21.7,16.1
Cc1cccc(C(=O)OCc2cnc(Cl)s2)c1,x,-3.6,-3.3,0.9,0.6,-4.4,-29.4,-5.1,-5.8
O=C(NCCCc1ccccc1)c1ccccc1,1.7,-3.2,-6.8,0.8,-2.7,0.6,10.6,-5.5,7.3
COCCNC(=O)CN(C(=O)CCC(=O)Nc1cc(C)on1)c1ccc(C)cc1C,1.5,4.2,-2.5,1.4,6.1,-1.1,-19.4,-4.0,16.7
O=C(NCc1ccccc1)C12CC3CC(CC(C3)C1)C2,1,1.0,-6.8,1.1,-4.9,6.3,-22.0,3.3,-4.1
CC(=O)C1=C(C)NC(SCC(=O)c2ccc(Cl)cc2)=C(C#N)C1CC(C)C (stereo unspecified),1.1,-0.4,-6.3,1.2,8.0,3.1,-34.5,-4.2,2.7
Cc1nc2sc(C(c3ccco3)N3CCN(c4ccccc4F)CC3)c(O)n2n1 (stereo unspecified),1,-0.4,-4.7,1.6,0.5,-2.5,-4.4,-14.4,15.5
CC(C)(C)c1cc(CN2CCN(CCC#N)CC2)cc(C(C)(C)C)c1O,1.1,-0.6,-2.5,1.3,5.7,9.6,-9.1,0.6,5.7
O=C(c1cccs1)N1CCn2c1nc1ccccc12,1.5,-3.6,-3.7,1,3.6,-0.3,-5.1,-9.9,11.2
COc1ccc(Nc2ccccc2)c(C)c1,1,0.6,-8.1,0.9,-0.8,-2.5,-12.1,-6.1,-1.1
# Further structures
SMILES,MT1-MMP txn act,FAK blocker,S1P2 ag,PLAP activator,HIV Rev-RRE inh,EphB4 ephrin blk,PLK1 PBD inh,PLK1 kinase inh,S1P2 blocker
COc1cc(/C=N\NC(=O)C2C(=O)NCC2c2ccccc2)cc(OC)c1O (stereo unspecified),x,-7.3,-3.8,1,3.6,-6.6,7.9,-8.5,3.8
COc1ccc2c(c1OC)C(=O)OC2CC(=O)O (stereo unspecified),1,3.0,-5.5,1,8.8,10.4,40.1*,-9.9,26.0
CC(C)(CO)Nc1nc(N2CCCC2)nc(N2CCCC2)n1,1.1,-1.5,-7.1,x,14.1,-1.0,3.0,-5.9,-33.5
O=C(c1cccs1)N1CCN(C(=O)c2ccco2)c2ccccc2C1,1.1,-2.6,0.5,1,-0.8,-0.8,-1.1,-1.5,1.4
Cc1ccc(C2(C(F)(F)F)N=C3Sc4cc(C)ccc4N3C(=O)N2)cc1 (stereo unspecified),1.3,0.2,-9.1,0.9,12.1,4.3,-1.3,-14.0,2.4
CSc1c(CC(=O)NCCO)n(C)c2ccccc12,1.2,-1.5,-0.4,x,1.5,7.0,-1.4,-5.5,-19.2
COc1ccc2c(CCNC(=O)c3ccco3)c[nH]c2c1,1.2,-1.6,-1.6,1.1,0.3,-1.1,9.7,-0.3,6.0
CCCn1c(SCC(=O)c2cc(OC)ccc2OC)nnc1C(C)C,1.2,-1.0,-4.9,1.4,1.1,-1.4,13.4,2.6,-9.2
COc1ccc(CNC(=O)CN2C(=O)C(C)N(c3ccc(C)cc3)C2=O)cc1 (stereo unspecified),1.1,-1.2,-0.7,1.3,1.5,3.4,-16.3,-6.8,2.9
Cc1ccc2nc(/C(C#N)=C\c3cc(C)n(-c4cccc([N+](=O)[O-])c4)c3C)[nH]c2c1,x,9.2,16.9*,1.6,12.2,4.2,-5.2,-35.4,-40.0
Cc1cc(C)n(CC(=O)N/N=C/c2ccc(C)o2)n1,1.1,-1.2,-8.2,0.8,7.0,7.2,12.6,-8.4,4.9
COc1ccc(-c2csc(C)n2)cc1OC,1.2,-1.9,-3.4,0.7,10.4,5.7,-16.8,0.9,-9.3
CCc1nnc(NC(=O)CCC(=O)N2CCN(Cc3cc(F)ccc3OC)CC2)s1,1.2,-2.8,-11.7,1.3,-0.3,-12.6,7.3,-11.1,-4.0
O=C(Oc1ccc(-n2cnnn2)cc1)c1ccco1,1.1,0.8,-5.0,1.1,6.9,-8.2,-14.7,6.1,-15.0
COc1ccc(-c2onc(C)c2-c2ccc(C(=O)OC(C)C)o2)c(O)c1,0.9,1.5,-6.2,1.3,10.9,4.4,1.6,9.8,-11.0

# Just EphB4 ephrin blk, for 2 of the compounds above:
smiles,EphB4 ephrin blk
COc1ccc2c(c1OC)C(=O)OC2CC(=O)O (stereo unspecified),10.4
Cc1cc(C)n(CC(=O)N/N=C/c2ccc(C)o2)n1,7.2
